ATXN2 expr inh: ATXN2 expression inhibition; HEK-293 ATXN2-luciferase reporter, luminescence, 24 h; Potency, µM (doses to about 57 µM), for inactives: at the highest dose activity change, negative = inhibition, most hits filed as inhibitors; hit rate 0.72% among 360,000; further: on the % scale 0 is the no-effect control and ±100 the full control effect; nearly all actives have a fitted effect of over 55% in size
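qHTS (up to 57 uM final) was run with 24 h compound exposure of reporter cells at 37 °C. Each well was multiplexed: SteadyGlo luminescence measured ATXN2-luciferase expression after a fluorogenic Gly-Phe-AFC viability readout (25 uM final).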
A549 tox: counter-screen for Nrf2 inhibitors: cytotoxicity in A549 cells | hit rate 0.16% among 390,000 | AID 504648 | A549 ARE-Fluc cells, CellTiter-Fluor viability, 18-24 h | Potency, µM (doses to about 46 µM), without a hit: top-dose activity change, negative = cytotoxicity, most hits filed as inhibitors; further: on the % scale 0 is the no-effect control and ±100 the full control effect
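A549 ARE_Fluc cells in 5% FBS OPTI-MEM were exposed to compounds in concentration-response for 18-24 h at 37 deg C. Viability was read by CellTiter-Fluor fluorescence (Ex 405/Em 525) after 30 min, before the luciferase read.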
MCF10A rerep: inducers of DNA re-replication in MCF 10A breast cells | MCF 10A DNA re-replication, Hoechst nuclear intensity, 48 h | Potency, µM (series often up to 46.1 µM), for the others: at the top dose activity, positive = re-replication, usual class: activators | hit rate 2.9% among 350,000; further: % of control where 0% means no effect; nearly all actives have a fitted effect of over 50% in size
Nrf2 ARE act: Nrf2 pathway activation | hit rate 0.31% among 410,000 | AREc32 ARE-luciferase reporter (MCF7-derived line), luminescence, 24 h | Potency, µM (series often up to 46.1 µM), inactives show top-dose activation, hits mostly activators | AID 624171; further: % of control where 0% means no effect; nearly all actives have a fitted effect of over 65% in size
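AREc32 cells carrying an ARE-driven firefly luciferase reporter were seeded at 1000 cells/well in OPTI-MEM with 5% FBS, then exposed to compound for 24 hr at 37 deg C. Luminescence was read with Steady-Glo after 30 min at RT.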
ATXN viability: reduces viability in counter-screen for ATXN expression inhibitors; AID 651635; S2 cells (HEK-293 line with an ATXN2-luciferase reporter) viability, CellTiter-Fluor protease fluorescence, 24 h; Potency, µM (series often up to 56.7 µM), hits mostly cytotoxic; hit rate 0.49% among 400,000; further: nearly all actives have a fitted effect of over 40% in size
EPAC2 antag: blocks human EPAC2 exchange factor. Q8WZA2. EPAC2 GEF exchange of Rap1B-BODIPY-GDP, fluorescence. Potency, µM (series often up to 114 µM), inactives show at the top dose activity, negative = inhibition, usual class: inhibitors. hit rate 0.18% among 360,000; further: on the % scale 0 is the no-effect control and ±100 the full control effect; nearly all actives have a fitted effect of over 45% in size; many of its hits are not listed in these tables
Target sequence (Q8WZA2 whole entry, looked up): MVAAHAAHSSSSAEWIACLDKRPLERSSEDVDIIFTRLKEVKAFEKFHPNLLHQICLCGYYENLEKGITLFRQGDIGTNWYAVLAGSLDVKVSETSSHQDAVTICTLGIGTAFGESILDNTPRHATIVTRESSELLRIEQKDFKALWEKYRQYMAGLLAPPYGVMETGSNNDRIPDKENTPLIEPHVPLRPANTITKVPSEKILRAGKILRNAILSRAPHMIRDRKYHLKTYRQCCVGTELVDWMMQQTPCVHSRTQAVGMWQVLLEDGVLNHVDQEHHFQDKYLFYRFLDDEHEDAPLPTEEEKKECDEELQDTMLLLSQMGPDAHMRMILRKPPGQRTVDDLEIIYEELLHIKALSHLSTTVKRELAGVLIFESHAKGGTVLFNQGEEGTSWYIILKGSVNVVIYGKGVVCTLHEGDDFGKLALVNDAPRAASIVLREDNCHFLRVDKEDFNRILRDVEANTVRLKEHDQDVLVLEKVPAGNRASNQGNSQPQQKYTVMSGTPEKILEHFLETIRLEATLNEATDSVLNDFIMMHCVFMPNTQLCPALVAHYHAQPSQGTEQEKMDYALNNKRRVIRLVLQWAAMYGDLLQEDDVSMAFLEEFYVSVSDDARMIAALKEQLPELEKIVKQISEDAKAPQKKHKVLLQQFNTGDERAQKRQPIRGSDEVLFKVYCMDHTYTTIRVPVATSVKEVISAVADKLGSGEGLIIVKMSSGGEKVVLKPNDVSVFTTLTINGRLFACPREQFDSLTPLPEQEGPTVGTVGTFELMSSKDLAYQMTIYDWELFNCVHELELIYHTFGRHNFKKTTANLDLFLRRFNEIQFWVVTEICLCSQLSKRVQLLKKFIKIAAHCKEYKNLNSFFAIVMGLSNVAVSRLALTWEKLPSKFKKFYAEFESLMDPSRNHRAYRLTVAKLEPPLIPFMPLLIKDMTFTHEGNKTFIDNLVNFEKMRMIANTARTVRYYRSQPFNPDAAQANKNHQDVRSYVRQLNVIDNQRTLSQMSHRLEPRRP
TGFb inhibitor: inhibitors of TGF-b signaling. HepG2 CAGA-GFP TGF-b/SMAD3 reporter, GFP fluorescence, 18 h; TGF-beta stimulated, 500 pg/mL final. Potency, µM (series often up to 46.1 µM), for inactives: top-dose activity, negative = inhibition, actives largely listed as inhibitors. hit rate 1.2% among 410,000. AID 588855; further: on the % scale 0 is the no-effect control and ±100 the full control effect; nearly all actives have a fitted effect of over 65% in size
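Cell-based qHTS in HEPG2 carrying a CAGA-GFP Smad reporter; compounds added before 500 pg/mL final TGF-beta, 18 h incubation at 37 degrees C, GFP fluorescence quantified per cell by imaging cytometry.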
HepG2 tox: kills HepG2 cells in TGF-b inhibitor counter-screen; HepG2 CAGA-GFP viability, ATP luminescence, 18 h; Potency, µM (top dose mostly 46.1 µM), for the others: top-dose activity change, negative = cytotoxicity, actives largely listed as cytotoxic; hit rate 0.76% among 410,000; AID 588856; further: some results filed as inactive show a strong effect at the top dose
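CellTiter-Glo luminescence gave cytotoxicity after 18 hours at 37 degrees C. The cells were HepG2 CAGA-GFP in 1% FBS DMEM, stimulated with 500 pg/mL TGF-beta after compound addition. %Activity was normalised to no-cell wells (complete cell-killing) and DMSO (no toxicity), and curves were fitted and classified.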
Nrf2 inh: Nrf2 pathway inhibition; A549 ARE-Fluc reporter, luciferase luminescence, 18-24 h; hit rate 2.1% among 360,000; AID 504444; Potency, µM (top dose mostly 46 µM), for the others: at the highest dose activity change, negative = inhibition, actives largely listed as inhibitors; further: on the % scale 0 is the no-effect control and ±100 the full control effect; nearly all actives have a fitted effect of over 60% in size
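In this cell-based qHTS, ARE-driven firefly luciferase in A549 cells reports Nrf2 activity; the luminescent signal after BugLite lysis is the measured value, with a prior CellTiter-Fluor read for cell health.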
* marks the source's active call; other numbers are inactive results; & = joins results of further samples; ! = not confirmed by another sample; [ ] = remark or other dose. The call rests on the fitted dose curve; in most records, active means well fitted curve in the direction sought with a large enough effect; inconclusive means small, poorly fitted or top-dose-only effect, or another doubt; inactive means no such curve, though single readings can be large; an effect the other way counts as inactive or inconclusive. Potency means the concentration at half of the fitted maximal effect. Only part of the results is shown (hit frequency here may not be typical).

`C=CCn1nc([N+](=O)[O-])nc1Sc1cccc2cccnc12` gave ATXN2 expr inh 22µM*, A549 tox -19%, MCF10A rerep inconclusive, Nrf2 ARE act -2.4%, EPAC2 antag 3%, TGFb inhibitor 3.2µM*, HepG2 tox 5.6µM* and Nrf2 inh inconclusive.
For O=C(COc1ccccc1)NCC(=O)N/N=C/C=C/c1ccccc1 the results were ATXN2 expr inh 4%, A549 tox 0%, MCF10A rerep 9%, Nrf2 ARE act 0.1%, ATXN viability inactive, EPAC2 antag 13%, TGFb inhibitor 14%, HepG2 tox 4% and Nrf2 inh -2%.
N#Cc1nc(COc2ccc(F)cc2)oc1NCCCn1ccnc1 was read as ATXN2 expr inh 7%, A549 tox -15%, MCF10A rerep -7%, Nrf2 ARE act -0.6%, ATXN viability inactive, EPAC2 antag 2%, TGFb inhibitor -2%, HepG2 tox -30% and Nrf2 inh 1%.
Screening O=C(NCC(c1ccco1)S(=O)(=O)c1cccs1)c1c(F)cccc1F (configuration not stated) returned A549 tox 3%, Nrf2 ARE act 4.1%, TGFb inhibitor inconclusive and HepG2 tox -2%.
For c1ccc(-c2c[n+]3c(n2-c2ccccc2)CCC3)cc1 the results were A549 tox -10%, MCF10A rerep 15%, Nrf2 ARE act 0.3%, ATXN viability inactive, EPAC2 antag 6%, TGFb inhibitor -11%, HepG2 tox -2% and Nrf2 inh inconclusive.
CCOC(=O)c1cnc(SC)nc1N was read as ATXN2 expr inh 28%, A549 tox -3%, MCF10A rerep -3%, Nrf2 ARE act 3.5%, ATXN viability inactive, EPAC2 antag 11%, TGFb inhibitor 8% and HepG2 tox 0%.
C=Cn1cc[n+](CC(=O)C(C)(C)C)c1 was read as ATXN2 expr inh 3%, A549 tox -1%, MCF10A rerep 7%, Nrf2 ARE act -0.5%, ATXN viability inactive, EPAC2 antag 6%, TGFb inhibitor 19%, HepG2 tox 3% and Nrf2 inh 11%.
O=C(COC(=O)c1ccc2c(c1)OCCO2)Nc1cc(S(=O)(=O)N2CCOCC2)ccc1Cl was read as ATXN2 expr inh -12%, A549 tox -3%, MCF10A rerep 6%, Nrf2 ARE act 0.0%, ATXN viability inactive, EPAC2 antag -3%, TGFb inhibitor 0%, HepG2 tox 1% and Nrf2 inh 1%.
Screening CCOC(=O)c1cc(OC(=O)c2ccccc2Br)n(-c2ccccc2)n1 returned ATXN2 expr inh 3%, A549 tox 2%, MCF10A rerep -7%, Nrf2 ARE act 0.3%, ATXN viability inactive, EPAC2 antag 12%, TGFb inhibitor 13% and HepG2 tox 7%.
Screening O=C(N1CCCCC1)N1CCN(C(c2ccccc2)c2ccccc2)CC1 returned ATXN2 expr inh 16%, A549 tox 11%, MCF10A rerep 3%, Nrf2 ARE act 0.0%, ATXN viability inactive, EPAC2 antag -18%, TGFb inhibitor 1% and HepG2 tox -10%.
Screening CCOC(=O)c1cc2sccc2n1CC(=O)N1CCCC1 returned ATXN2 expr inh -1%, A549 tox -8%, MCF10A rerep 21%, Nrf2 ARE act -2.3%, ATXN viability inactive, EPAC2 antag 1%, TGFb inhibitor -7%, HepG2 tox -6% and Nrf2 inh -2%.
For CC(c1n[nH]c(=S)n1Cc1ccccc1)N(C)C (configuration not stated) the results were ATXN2 expr inh 1%, A549 tox 2%, MCF10A rerep -1%, Nrf2 ARE act 0.2%, ATXN viability inactive, EPAC2 antag -3%, TGFb inhibitor inconclusive, HepG2 tox -3% and Nrf2 inh 7%.
For CCC(Sc1n[nH]c(=O)[nH]c1=O)C(=O)OCc1ccccc1 (configuration not stated) the results were ATXN2 expr inh -7%, A549 tox -8%, MCF10A rerep -1%, Nrf2 ARE act 2.3%, ATXN viability inactive, EPAC2 antag 17%, TGFb inhibitor -2%, HepG2 tox 2% and Nrf2 inh inconclusive.
For CCc1nnc(NS(=O)(=O)c2ccc(NC(=S)NC(=O)/C=C/c3ccc(OC)cc3)cc2)s1 the results were ATXN2 expr inh 3%, A549 tox 0%, MCF10A rerep 14%, Nrf2 ARE act 0.7%, ATXN viability inactive, EPAC2 antag -27%, TGFb inhibitor 4%, HepG2 tox -1% and Nrf2 inh -5%.
O=C(CCc1nnc(C2CCCCC2)o1)N1CCCCC1CCn1cccn1 (configuration not stated) was read as ATXN2 expr inh -8%, A549 tox -1%, MCF10A rerep -1%, Nrf2 ARE act 8.1%, ATXN viability inactive, EPAC2 antag -2%, TGFb inhibitor -1%, HepG2 tox -13% and Nrf2 inh -11%.
`COc1cc(-c2cc(C(=O)N3CCN(c4ccccn4)CC3)c3ccccc3n2)cc(OC)c1OC` gave ATXN2 expr inh -17%, A549 tox -7%, MCF10A rerep inconclusive, Nrf2 ARE act 4.7%, ATXN viability inactive, EPAC2 antag -10%, TGFb inhibitor 4%, HepG2 tox 4% and Nrf2 inh inconclusive.
Screening CCOC(=O)N1CCN(c2ccccc2OC)CC1 returned ATXN2 expr inh -23%, A549 tox 1%, MCF10A rerep -2%, Nrf2 ARE act -0.2%, ATXN viability inactive, EPAC2 antag 7%, TGFb inhibitor -5%, HepG2 tox 16% and Nrf2 inh -20%.
COc1cc(S(=O)(=O)NCCCn2ccnc2)ccc1Cl was read as ATXN2 expr inh -8%, A549 tox -1%, MCF10A rerep inconclusive, Nrf2 ARE act -0.3%, ATXN viability inconclusive, EPAC2 antag 2%, TGFb inhibitor 6%, HepG2 tox -15% and Nrf2 inh 4%.
For CCc1ccc(NC(=O)C2=CC(c3cccs3)=NS(=O)(=O)N2C)cc1 the results were ATXN2 expr inh -2%&-7%, A549 tox -16%&14%, MCF10A rerep -3%, Nrf2 ARE act -0.7%&-0.8%, ATXN viability inactive, EPAC2 antag -22%, TGFb inhibitor 13µM*!, HepG2 tox -26%&-44% and Nrf2 inh 16µM*!.
For O=C(c1c(O)c2ccccc2oc1=O)C1CCCCC1 the results were ATXN2 expr inh -15%, A549 tox inconclusive, MCF10A rerep inconclusive, Nrf2 ARE act 7.5%, ATXN viability inconclusive, EPAC2 antag 11%, TGFb inhibitor -9%, HepG2 tox -30% and Nrf2 inh inconclusive.

Reprinted from the results shown (two entries):
`C=CCn1nc([N+](=O)[O-])nc1Sc1cccc2cccnc12` gave ATXN2 expr inh 22µM*, A549 tox -19%, MCF10A rerep inconclusive, Nrf2 ARE act -2.4%, EPAC2 antag 3%, TGFb inhibitor 3.2µM*, HepG2 tox 5.6µM* and Nrf2 inh inconclusive.
For O=C(COc1ccccc1)NCC(=O)N/N=C/C=C/c1ccccc1 the results were ATXN2 expr inh 4%, A549 tox 0%, MCF10A rerep 9%, Nrf2 ARE act 0.1%, ATXN viability inactive, EPAC2 antag 13%, TGFb inhibitor 14%, HepG2 tox 4% and Nrf2 inh -2%.

Other records:
O=C1c2ccccc2C(c2nnnn2Cc2ccccc2)N1Cc1cccnc1 (configuration not stated) was read as ATXN2 expr inh 6%, Nrf2 ARE act -0.1%, ATXN viability inactive and EPAC2 antag 9%.
For Cc1ccc(O)c(C2=Nc3ccccc3N=C(c3cccs3)C2)c1 the results were ATXN2 expr inh -23%, A549 tox -3%, MCF10A rerep 21µM*, Nrf2 ARE act -0.3%, ATXN viability inactive, EPAC2 antag -6%, TGFb inhibitor -22%, HepG2 tox -17% and Nrf2 inh -20%.
For CCOC(=O)Cc1nn(CCc2ccccn2)c(=O)c2ccccc12 the results were ATXN2 expr inh 0%, A549 tox -1%, MCF10A rerep 2%, Nrf2 ARE act -0.7%, ATXN viability inactive, EPAC2 antag 1%, TGFb inhibitor 11% and HepG2 tox 5%.
`O=C(NC1CCCc2ccccc21)c1cccc(S(=O)(=O)N2CCOCC2)c1` (configuration not stated) gave A549 tox 8%, MCF10A rerep 5%, Nrf2 ARE act -0.7%, ATXN viability inactive, EPAC2 antag 2%, TGFb inhibitor -8%, HepG2 tox 1% and Nrf2 inh -9%.
Cc1ccc(NC(=O)[C@H](NC(=O)[C@@H]2Cc3ccccc3CN2)c2ccccc2)cc1C was read as A549 tox -2%, MCF10A rerep 26µM*, Nrf2 ARE act 8.0%, ATXN viability inactive, EPAC2 antag -3%, TGFb inhibitor inconclusive, HepG2 tox -22% and Nrf2 inh -9%.
O=C(Nc1ccc(F)cc1F)Nc1ccccc1C(=O)NCCN1CCNC1=O was read as ATXN2 expr inh -15%, A549 tox 9%, MCF10A rerep 2%, Nrf2 ARE act -0.2%, ATXN viability inactive, EPAC2 antag 2%, TGFb inhibitor -5%, HepG2 tox 7% and Nrf2 inh 1%.
Screening COc1ccc(NC(=O)c2nc[nH]c2C(=O)N[C@@H](CC(C)C)C(=O)OC(C)(C)C)cc1 returned ATXN2 expr inh inconclusive, A549 tox -1%, MCF10A rerep 4%, Nrf2 ARE act -0.7%, ATXN viability inconclusive, EPAC2 antag -28%, TGFb inhibitor inconclusive, HepG2 tox -78% and Nrf2 inh inconclusive.
`CCC(CC)CN1CCC(CN2CCNC(=O)C2=O)CC1` gave ATXN2 expr inh 1%, A549 tox 5%, MCF10A rerep 2.1µM*, Nrf2 ARE act 0.9%, ATXN viability inactive, EPAC2 antag 7%, TGFb inhibitor 0%, HepG2 tox -29% and Nrf2 inh 6%.
COc1ccc(/C=N/NC(=O)c2c(-c3ccccc3)noc2C)cc1 was read as ATXN2 expr inh -4%, A549 tox -1%, MCF10A rerep -2%, Nrf2 ARE act 0.0%, ATXN viability inactive, EPAC2 antag -1%, TGFb inhibitor -8%, HepG2 tox -1% and Nrf2 inh inconclusive.
`CCN(CC)C(=O)Cn1cc(C(=O)C(=O)N2CCN(Cc3ccccc3)CC2)c2ccccc21` gave ATXN2 expr inh 20%, A549 tox 5%, MCF10A rerep 0%, Nrf2 ARE act 0.0%, ATXN viability inactive, EPAC2 antag 6%, TGFb inhibitor -5%, HepG2 tox -5% and Nrf2 inh -5%.
Screening COC(=O)c1cc(CNC(=O)c2ccccc2OCc2c(C)noc2C)ccc1OC returned ATXN2 expr inh -4%, A549 tox -3%, MCF10A rerep 6%, Nrf2 ARE act 0.2%, ATXN viability inactive, EPAC2 antag 11%, TGFb inhibitor 59%[activator], HepG2 tox 5% and Nrf2 inh 0%.

Compound activity (PubChem BioAssay)
